High-throughput results as filed in PubChem.
FXIIa inh 1536 – factor XIIa (human) inhibition; 0.3% of 220,000 active; purified FXIIa, Boc-QGR-AMC fluorogenic substrate, 2 h; AID 800; inhibition, % at 5 µM; P00748; in the data active means inhibition above about 40%;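 further: 0% = enzyme with no compound and 100% = blank without enzyme; many of its hits are not listed in these tables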
KLK5 inh – inhibitors of human kallikrein 5; Q9Y337; recombinant hK5, fluorogenic AMC substrate cleavage; inhibition, % at 5 µM; 0.59% of 210,000 active; AID 873;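 active means inhibition of 40% or more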;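 further: 0% = enzyme controls without compound and 100% = no-enzyme blanks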
thrombin 1536 – inhibitors of human thrombin. P00734. alpha-thrombin, Boc-VPR-AMC fluorogenic substrate cleavage. inhibition, % at 5 µM. 0.26% of 220,000 active. AID 1046;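 active means inhibition at or above 40%; inactive means inhibition below 40%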;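 further: 0% = enzyme with no compound and 100% = wells without enzyme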
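Test system: human alpha-thrombin; medium: pH 7.5 Tris-saline with Tween 20; times: reaction at room temperature; signal: AMC fluorescence at 355 nm excitation and 460 nm emission; also added: Boc-VPR-AMC substrate, 15 µM final; dosing: one concentration per compound, 5 µM, with 0.2% DMSO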
Furin inh – inhibitors of human furin; P09958; purified furin, fluorogenic substrate cleavage; inhibition, % at 30 µM; 0.061% of 220,000 active; in the data active means inhibition above about 25%; further: inactives centre near -15
Rad51 HR inh – blocks human Rad51 in homologous recombination; hRad51 DNA strand exchange, fluorescence dequenching; inhibition, % at 10 µM; 0.085% of 200,000 active;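 active means inhibition above 40% at the single screening dose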;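 further: 0% = DMSO control wells and 100% = blanks with heterologous ssDNA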
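Test system – preformed human Rad51 ssDNA filaments · Reagent – Donor/quencher-labelled 47-bp dsDNA substrate · Incubation – 37 °C 15-min filament assembly, 30-min compound preincubation, 15-min exchange · Signal – FRET fluorescence dequenching, excitation 485 nm, emission 520 nm · Read-out – percent inhibition from fluorescence, normalised to plate control and blank means · Benchmarks – plate control and blank wells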
PERK inh – human PERK inhibition, primary cell-based screen | CHO PERK-DD fusion, SEAP luminescence translation reporter | inhibition, % at 5.6 µM | 0.17% of 220,000 active | Q9NZJ5;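 active means inhibition above the mean inhibition of all tested compounds plus 3 SD, set separately per screening campaign, cut at about 2.9% in these data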;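 further: PERK kinase domain activated by AP20187 dimerizer at 100 nM; 0% = DMSO with dimerizer and 100% = rapamycin at 8.4 µM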
Target sequence (Q9NZJ5 whole entry, looked up, the tested form may be a part): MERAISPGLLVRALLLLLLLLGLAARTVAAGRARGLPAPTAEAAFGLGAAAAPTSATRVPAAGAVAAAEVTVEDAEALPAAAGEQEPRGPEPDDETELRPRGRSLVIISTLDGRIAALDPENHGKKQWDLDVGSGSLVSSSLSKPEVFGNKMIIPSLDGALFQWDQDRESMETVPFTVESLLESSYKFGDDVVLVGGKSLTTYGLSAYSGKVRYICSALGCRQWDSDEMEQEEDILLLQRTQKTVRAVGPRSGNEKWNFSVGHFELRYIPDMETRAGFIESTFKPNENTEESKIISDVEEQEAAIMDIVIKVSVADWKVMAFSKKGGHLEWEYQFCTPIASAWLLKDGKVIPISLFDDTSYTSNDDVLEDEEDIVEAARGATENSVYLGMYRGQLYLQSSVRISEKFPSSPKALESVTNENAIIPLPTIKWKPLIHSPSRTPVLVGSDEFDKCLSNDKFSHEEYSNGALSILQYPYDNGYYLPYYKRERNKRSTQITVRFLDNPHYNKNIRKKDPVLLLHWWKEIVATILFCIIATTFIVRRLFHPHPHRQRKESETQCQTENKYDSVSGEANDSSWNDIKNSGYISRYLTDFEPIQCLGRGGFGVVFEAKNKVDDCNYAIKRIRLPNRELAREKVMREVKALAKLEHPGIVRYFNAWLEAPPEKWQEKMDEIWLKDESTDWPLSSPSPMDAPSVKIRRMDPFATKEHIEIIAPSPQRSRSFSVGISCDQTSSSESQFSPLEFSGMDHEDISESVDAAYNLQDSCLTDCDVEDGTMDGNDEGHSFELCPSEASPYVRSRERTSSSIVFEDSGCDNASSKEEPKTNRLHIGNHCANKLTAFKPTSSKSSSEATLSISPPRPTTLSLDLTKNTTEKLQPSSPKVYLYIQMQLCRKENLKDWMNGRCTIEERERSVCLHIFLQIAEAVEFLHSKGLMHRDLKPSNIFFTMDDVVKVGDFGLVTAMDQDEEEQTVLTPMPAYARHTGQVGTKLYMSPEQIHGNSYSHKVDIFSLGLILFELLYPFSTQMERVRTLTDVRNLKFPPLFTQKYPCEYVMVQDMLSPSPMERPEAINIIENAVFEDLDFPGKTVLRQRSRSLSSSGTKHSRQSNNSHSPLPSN
KCC2 mod – modulates chloride dependent transport by human KCC2; Q9H2X9; KCC2 cells, thallium flux FluoZin-2 fluorescence; B-score of Tl+ flux slope (higher = more flux/activation; lower = inhibition) at 10 µM; 2.2% of 190,000 active;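 active means thallium flux slope and its plate-corrected score both differing from the plate sample mean at a set confidence after two filtering rounds, in either direction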;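 further: slope of fluorescence scaled to starting intensity during 10 to 20 s after thallium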
FXIa inh 1536 – blocks human coagulation factor XIa protease activity; 0.14% of 220,000 active; inhibition, % at 5 µM; purified FXIa, Boc-Glu-Ala-Arg-AMC fluorogenic substrate; P03951;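 active means inhibition of at least 40%; inactive means inhibition below 40%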;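 further: fluorescence of freed AMC excited at 355 nm; 0% = enzyme without compound and 100% = no enzyme blank; many of its hits are not listed in these tables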
m-calpain inh – inhibitors of pig calpain II; purified calpain II, fluorogenic peptide substrate, 30 min; inhibition, % at 16 µM; 0.37% of 220,000 active; AID 1236;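 active means inhibition above about 50%, limit read from the data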
* = called active by the depositor; . = not tested or not shown; [ ] = another dose, or the depositor's remark. A portion of the library; count on the stated rates, not on these rows.

Under each structure – FXIIa inh 1536	KLK5 inh	thrombin 1536	Furin inh	Rad51 HR inh	PERK inh	KCC2 mod	FXIa inh 1536	m-calpain inh
> COC(=O)C(Cc1cncn1COCc1ccccc1)NC(=O)OC(C)(C)C (stereo unspecified)
    7.1	-39.0	2.8	-10.1	4.0	0.1	.	-3.0	15.6
> O=C(Cn1nnc2ccccc2c1=O)NCCc1ccc(F)cc1
    7.0	-13.3	-2.1	-24.0	.	0.8	-0.742	3.4	-9.0
> CCN1CCN(c2c(Cl)cccc2NC(=O)c2ccc3c(c2)OCCO3)CC1
    0.6	0.1	-2.6	-27.9[20 µM]	8.4	-1.0	0.561	-1.9	25.5
> Cc1ccc2oc(=O)c(/C=C(\O)c3cccs3)nc2c1
    4.4	-0.7	-7.0	2.0	.	1.4	-0.199	-0.1	13.1
> CCC(=O)Nc1cc(-c2nnc(OC)c3ccccc23)ccc1N1CCOCC1
    6.6	1.2	-8.1	-7.2	4.5	-0.8	.	-7.4	29.7
> O=C(O)CC1S/C(=N\N=C2CCCCCC2)N(c2ccccc2)C1=O (stereo unspecified)
    0.9	-1.7	-17.7	-18.1	.	0.6	-0.389	-2.5	-20.2
> CCOC(=O)c1sc2cc([N+](=O)[O-])cc(SCCO)c2c1N
    13.7	-16.7	2.5	-6.2	-14.6	0.8	-0.102	13.0	10.7
> Cc1cc(C)n2nc(SCCOc3ccc(F)cc3)nc2n1
    1.9	-21.4	-1.8	-21.4	-0.8	0.7	-0.832	-5.8	21.3
> CNC(=O)c1sccc1SCc1c(Cl)cccc1Cl
    20.9	7.3	2.5	-22.0[20 µM]	0.9	0.2	-1.6	4.6	11.3
> S=c1[nH]nc(-c2cccc(Cl)c2)n1CCN1CCCCC1
    6.0	-10.4	-7.8	-29.6	.	0.3	0.168	5.0	-5.7
> Cc1ccccc1CSCCNS(C)(=O)=O
    18.9	-4.7	6.5	-5.8[20 µM]	-4.2	-0.1	.	17.3	16.1
> Oc1ccc(N2CCN(C(=S)NCCc3ccccc3)CC2)cc1
    9.7	-5.7	-4.7	-8.6	4.3	0.7	.	-4.6	-2.3
> Nc1ccc(-n2nncc2-c2ccc(Cl)cc2)cc1
    1.2	-1.0	-2.5	-8.8[20 µM]	0.0	-0.2	-0.61	2.5	29.5
> CCCNC(=O)C(=O)NCCC1=CCCCC1
    5.2	5.5	3.1	-14.3[20 µM]	7.6	1.7	-0.106	4.0	23.8
> CC1Cc2ccccc2N1C(=O)CSc1nc2ccccc2n1CC(=O)N1CCOCC1 (stereo unspecified)
    3.4	3.9	3.2	8.0[20 µM]	1.6	-0.9	1.41	1.6	-34.0
> CCN(CC)c1ccc(NC(=O)OC)cc1
    7.2	2.1	1.2	-18.4[20 µM]	.	-0.4	0.391	-0.4	-15.0
> Cc1ccc(Cn2c(=N)n(CC(O)c3ccco3)c3ccccc32)cc1 (stereo unspecified)
    14.9	-18.5	2.6	-13.8	-10.8	-1.5	.	-1.1	-15.8
> Cc1ccc(C)c(NS(=O)(=O)c2ccc(OCC(=O)NCc3ccccn3)cc2)c1
    2.5	-4.2	-5.0	-21.1	7.0	-0.6	-1.34	-2.8	13.7
> C=CCn1c(C)cc(C(=O)CSc2n[nH]c(N)n2)c1C
    11.6	-3.5	4.8	-11.4[20 µM]	-1.9	0.0	-0.438	3.7	-21.0
> CCOC(=O)c1nnn(CC(=O)N2N=C(c3ccc(Cl)cc3)CC2c2ccccc2)c1C(=O)OCC (stereo unspecified)
    8.3	-10.1	-3.0	-21.4[20 µM]	3.3	0.9	1.74	2.1	-14.2
> Cc1sc(NC(=O)Cc2ccc3c(c2)OCO3)nc1-c1ccc2c(c1)CCN2C(=O)c1ccccc1F
    13.5	-23.4	1.7	-8.2	-3.7	0.1	0.928	4.4	-64.4
> CC(C)OP(=O)(OC(C)C)C(Nc1ccc([N+](=O)[O-])cc1)c1cccc([N+](=O)[O-])c1 (stereo unspecified)
    9.7	-2.0	-4.5	1.1	.	-0.9	-1.9	2.2	5.5
> COCn1c(=O)c2c(nc(SC3=NCCS3)n2Cc2ccccc2C)n(COC)c1=O
    13.6	-15.6	-3.0	-8.4[20 µM]	3.8	-0.5	.	2.3	13.7
> Cc1ccc(C(O)c2nc3ccccc3n2C(C)C)cc1 (stereo unspecified)
    3.8	-1.3	-5.0	-18.9[20 µM]	.	0.4	.	-5.8	-37.5
> Cc1ccc(S(=O)(=O)N2CCCCC2)cc1C(=O)Nc1ccc2cn[nH]c2c1
    18.3	-1.7	-7.5	-9.2	-8.8	-0.2	-1.97	15.9	-7.4
> Cc1ccc(NC(=O)C2CC(=O)N(CCc3ccccc3)C2)c(C)c1 (stereo unspecified)
    6.0	-11.3	2.9	-29.3	6.4	-0.4	-0.389	-3.5	-27.7
> CSc1ccccc1NC(=O)C1C2CCC(C2)C1C(=O)O (stereo unspecified)
    6.1	.	1.8	-18.0	14.7	2.4	.	0.8	-1.3
> O=C(O)c1ccc2c(c1)C(=O)N(c1cccc(S(=O)(=O)Nc3cccc(C(F)(F)F)c3)c1)C2=O
    7.9	-4.4	-6.2	-15.0	9.8	-0.3	0.713	-2.0	-12.0
> CCCn1nc(C(=O)Nc2cc(C(=O)OC)ccc2C)c2ccccc2c1=O
    -29.6	-16.5	-5.2	-24.3	5.2	0.0	0.0776	-5.2	-15.4
> CC(=O)C1=C(C)NC(=O)NC1c1cccc(O)c1 (stereo unspecified)
    6.0	-16.4	-3.6	-14.6[20 µM]	0.7	0.8	0.0676	-2.6	-40.0
> CCCCN(C)C(=O)c1ccc(S(=O)(=O)N2CCOCC2)cc1
    6.3	9.8	-6.4	-11.6[20 µM]	.	-0.1	-0.116	-6.0	-20.5
> Cc1ccc(CSc2ncnc3onc(C)c23)cc1
    13.6	-4.6	0.9	-14.3	13.1	0.9	0.218	7.4	9.5
> CC(=O)c1c(C(C)=O)c(C)n(-c2ccc(N)c(C)c2)c1C
    20.3	-13.9	-8.7	-17.6[20 µM]	6.7	-1.9	.	7.4	-21.3
> Cc1ccccc1NC(=S)NC(=O)c1cncc(Br)c1
    3.2	-5.4	-0.8	-19.4	5.3	0.7	29.4*	5.7	-1.3
> Cn1c(N)c(S(=O)(=O)N2CCN(Cc3ccccc3)CC2)c(=O)n(C)c1=O
    14.8	8.8	-2.3	-4.8	-3.6	0.3	-3.16	5.3	1.5
> O=C(Nc1ccccc1C(F)(F)F)N1CCN(C(c2ccccc2)c2ccccc2)CC1
    0.1	4.3	-2.4	-8.8[20 µM]	2.1	-0.5	.	-3.0	-0.6
> CC(c1ccc(F)cc1)n1c(Cn2ncc3ccccc3c2=O)n[nH]c1=S (stereo unspecified)
    4.0	-6.0	-6.8	3.8	16.6	0.3	-0.178	-2.6	-16.3
> NS(=O)(=O)c1ccc(NC(=S)NCc2ccco2)cc1
    1.1	-5.9	-8.9	-27.1	2.1	0.9	0.162	-7.0	-18.3
> Cc1ccc(/C=N/N2CCOCC2)s1
    5.0	-4.7	-6.0	-28.9	-1.1	0.4	0.161	7.1	-6.2
> CCn1c2ccccc2c2cc(NC(=O)CSc3nnnn3-c3ccccc3)ccc21
    10.3	-19.6	2.6	-19.4	-1.2	0.2	1.33	-1.9	-15.5
> CCS(=O)(=O)N1Cc2ccccc2CC1C(=O)Nc1ccc(F)cc1 (stereo unspecified)
    30.4	18.9	33.0	1.3	27.5	-0.8	-0.014	17.0	13.1
> Nc1ccccc1-c1ccccc1N
    9.0	4.0	-8.1	-27.2	-1.8	0.5	-0.24	-1.0	-65.3
> COc1cc(NS(=O)(=O)c2ccc(N/C=C(\C=O)c3nc4cc(Cl)ccc4o3)cc2)nc(OC)n1
    14.4	-4.3	2.0	-2.8[20 µM]	-6.3	0.9	-0.0413	5.8	-48.2
> O=C(NCc1cccnc1)c1ccc(COc2ccc(Cl)cc2Cl)o1
    10.4	-4.2	3.8	-18.5	31.8	-0.7	-4.36*	-1.3	9.7
> Cc1cc(OCC(=O)N2CCCCCC2)ccc1[N+](=O)[O-]
    -0.2	-14.4	-6.3	0.4	3.5	0.4	-0.319	2.3	16.0
> Cc1cc(NC(=O)CCC(=O)N(Cc2cccs2)C(C(=O)NC2CCCC2)c2ccccc2)no1 (stereo unspecified)
    1.3	-5.8	0.6	-19.1[20 µM]	1.0	-1.2	-0.00958	-7.0	30.7
> CC(C)(C)CN1CCNC(=O)C1CC(=O)NC1Cc2ccccc2C1 (stereo unspecified)
    3.7	.	-5.2	-21.4	-5.3	1.7	-0.0304	-1.5	-6.2
> Cc1ccnc(NC(=S)NC(=O)/C=C/c2ccco2)c1
    2.1	-2.9	2.5	-15.8[20 µM]	5.7	-0.7	.	1.4	-12.7
> COc1ccccc1Nc1nc(NCC2CCCO2)c2ccccc2n1 (stereo unspecified)
    14.6	25.1	9.9	-23.3	2.0	-0.6	-1.49	20.0	19.8
> O=C(NCCc1ccc2c(c1)OCCO2)c1ccc([N+](=O)[O-])cc1Cl
    9.6	40.5*	3.8	-1.7	-8.9	0.2	0.431	10.7	14.0

Next section:
Under each structure – FXIIa inh 1536	KLK5 inh	thrombin 1536	Furin inh	Rad51 HR inh	PERK inh	KCC2 mod	FXIa inh 1536	m-calpain inh
> O=C(O)c1ccc(NCc2nc3ccccc3n2CCOc2ccccc2Cl)cc1
    4.1	-9.3	1.2	-28.1	9.2	0.2	0.293	-3.3	27.2
> CC(NC(=O)Cc1ccc(F)cc1)C(c1cccs1)N1CCN(C)CC1 (stereo unspecified)
    8.0	-15.4	-3.0	-10.6[20 µM]	0.7	0.7	0.426	-0.8	-0.8
> O=C(CN(C(=O)c1ccc2c(c1)OCCO2)c1ccccc1)NCC1CCCO1 (stereo unspecified)
    0.9	-0.2	-6.4	-17.8	-1.9	0.2	0.584	-5.9	-0.1
> CCN(CC)c1cc(CS(=O)c2ccccc2)nc(-c2ccccc2)n1 (stereo unspecified)
    .	.	.	-9.3[20 µM]	-8.1	-0.7	-0.207	.	.
> CSc1cccc(NC(=S)N(CCC(C)C)C2CCN(C(C)=O)CC2)c1
    2.9	-3.5	-7.2	-20.9	5.9	-0.3	-0.141	-3.9	-21.3
> CCN(CCN(C)C)C(=O)c1ccc2c(c1NCCO)C(=O)c1ccccc1C2=O
    2.1	-5.9	-10.7	-15.2	10.5	0.2	0.0693	-5.5	-5.6
> O=C(Nc1ccc(S(=O)(=O)Nc2ncccn2)cc1)c1cccc(S(=O)(=O)N2CCOCC2)c1
    7.2	10.0	2.7	-14.7	-8.8	0.5	0.734	10.7	13.3
> CCn1c(O)c(/C=N/N=C2CCCCC2)c2cc(C3=NNC(=O)CC3)ccc21
    12.8	0.4	-1.5	-3.8	-20.6	-1.4	-1.21	4.8	-71.4
> CN(C(=O)c1ccc2c(c1)C(=O)N(CCC1=CCCCC1)C2=O)C1CCCCC1
    14.1	-10.6	-4.2	-5.5	0.7	0.6	-1.82	-0.2	13.7

Record cards (already shown). Order of screens: FXIIa inh 1536 | KLK5 inh | thrombin 1536 | Furin inh | Rad51 HR inh | PERK inh | KCC2 mod | FXIa inh 1536 | m-calpain inh
O=C(CN(C(=O)c1ccc2c(c1)OCCO2)c1ccccc1)NCC1CCCO1 (stereo unspecified) across the screens: 0.9 | -0.2 | -6.4 | -17.8 | -1.9 | 0.2 | 0.584 | -5.9 | -0.1
CSc1cccc(NC(=S)N(CCC(C)C)C2CCN(C(C)=O)CC2)c1 across the screens: 2.9 | -3.5 | -7.2 | -20.9 | 5.9 | -0.3 | -0.141 | -3.9 | -21.3
